Screening data deposited in PubChem by National Center for Advancing Translational Sciences (NCATS).
POLB inh: DNA polymerase beta (human) inhibition; Pol beta primer extension/strand displacement, fluorescence kinetic; P06746; 340,000 tested, 1.3% active; Potency, µM (doses to about 114 µM), for the others: top-dose activity change, negative = inhibition, hits mostly inhibitors; note: % is set by controls: 0 for no effect and ±100 for the full control effect
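Pol beta (10 nM) and compounds were preincubated 15 min at room temperature, then 50 nM substrate (final) started primer extension/strand displacement. Reads were taken at 0 and 10 min; concentration-response data were fitted to a four-parameter Hill equation.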
APEX1 inh: APE1 (human) endonuclease inhibition; P27695; recombinant APE1, TAMRA/BHQ-2 abasic DNA cleavage fluorescence; Potency, µM (series often up to 65.8 µM), without a hit: at the top dose activity change, negative = inhibition, usual class: inhibitors; 350,000 tested, 0.35% active; AID 2517;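 note: plate controls were vehicle for no effect and reference inhibitor for full effect; nearly all actives have a fitted effect of over 55% in size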
Target sequence (P27695 whole entry, looked up): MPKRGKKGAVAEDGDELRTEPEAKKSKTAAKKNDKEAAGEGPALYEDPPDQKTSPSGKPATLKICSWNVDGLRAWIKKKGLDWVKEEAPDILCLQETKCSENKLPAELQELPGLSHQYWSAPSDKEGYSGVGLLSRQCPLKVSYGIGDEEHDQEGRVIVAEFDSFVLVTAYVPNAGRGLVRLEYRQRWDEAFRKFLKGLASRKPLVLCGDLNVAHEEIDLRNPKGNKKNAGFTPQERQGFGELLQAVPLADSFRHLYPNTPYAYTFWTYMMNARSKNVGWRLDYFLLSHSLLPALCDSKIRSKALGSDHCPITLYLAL
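Quantitative HTS: incision of a TAMRA/BHQ-2 double-stranded substrate bearing a tetrahydrofuran abasic site by 0.75 nM APE1 raises fluorescence. Substrate 50 nM final, added after 15 min compound preincubation at room temperature; progress as third-minus-first kinetic read difference.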
Pol eta inh: DNA polymerase eta (human) inhibition | recombinant Pol eta, fluorescent DNA replication assay | Potency, µM (doses to about 114 µM), inactives show at the highest dose activity change, negative = inhibition, usual class: inhibitors | 390,000 tested, 1.2% active; note: % is set by controls: 0 for no effect and ±100 for the full control effect
Target sequence (Q9Y253 whole entry, looked up): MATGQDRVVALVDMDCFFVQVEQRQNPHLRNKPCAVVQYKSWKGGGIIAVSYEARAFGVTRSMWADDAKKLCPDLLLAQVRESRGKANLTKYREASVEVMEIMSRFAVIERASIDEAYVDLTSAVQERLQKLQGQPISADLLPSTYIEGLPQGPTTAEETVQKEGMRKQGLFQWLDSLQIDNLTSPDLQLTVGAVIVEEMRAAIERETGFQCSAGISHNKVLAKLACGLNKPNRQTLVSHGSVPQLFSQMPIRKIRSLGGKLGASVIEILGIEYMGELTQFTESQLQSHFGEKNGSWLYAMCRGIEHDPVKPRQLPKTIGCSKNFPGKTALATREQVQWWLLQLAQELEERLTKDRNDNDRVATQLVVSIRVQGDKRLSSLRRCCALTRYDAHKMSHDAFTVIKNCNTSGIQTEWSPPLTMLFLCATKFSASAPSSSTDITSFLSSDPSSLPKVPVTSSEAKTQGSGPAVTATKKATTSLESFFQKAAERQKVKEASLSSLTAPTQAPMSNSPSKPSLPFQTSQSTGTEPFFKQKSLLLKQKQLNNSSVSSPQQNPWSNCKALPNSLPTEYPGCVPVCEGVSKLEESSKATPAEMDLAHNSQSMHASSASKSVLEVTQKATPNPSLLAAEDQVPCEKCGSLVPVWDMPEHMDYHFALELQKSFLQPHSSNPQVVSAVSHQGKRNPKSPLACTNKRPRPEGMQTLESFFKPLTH
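Pol eta at 10 nM preincubated with compounds 15 min at room temperature; reaction started with fluorescent substrate (50 nM final) and read kinetically at 0 and 10 min.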
POLI inh: blocks human DNA polymerase iota activity; Q9UNA4; Pol iota fluorescent replication assay, 10 min; Potency, µM (series often up to 115 µM), for inactives: top-dose activity, negative = inhibition, usual class: inhibitors; 390,000 tested, 1% active; AID 588590
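Fluorescent replication assay read twice, at 0 min and 10 min after adding 50 nM (final) substrate. Enzyme (10 nM) and compounds were first incubated 15 min at room temperature; enzyme-free buffer wells were negative controls.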
POLK inh: blocks human DNA polymerase kappa activity | Q9UBT6 | purified Pol kappa, fluorescent DNA synthesis assay, 10 min | Potency, µM (highest dose often 107 µM), without a hit: at the highest dose activity, negative = inhibition, hits mostly inhibitors | 400,000 tested, 0.53% active | AID 588579; note: % is set by controls: 0 for no effect and ±100 for the full control effect
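Readout: fluorescence, taken kinetically at 0 and 10 min. Conditions: 10 nM Pol kappa, 15 min RT compound preincubation, 50 nM substrate final. Controls: enzyme-free buffer wells.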
JMJD2A Tudor inh: blocks the human JMJD2A Tudor domain; 390,000 tested, 4.4% active; Potency, µM (series often up to 114 µM), for the others: top-dose activity change, negative = inhibition, hits mostly inhibitors; AID 504339; O75164; AlphaScreen JMJD2A-Tudor / H3K4me3 peptide binding; note: % is set by controls: 0 for no effect and ±100 for the full control effect; nearly all actives have a fitted effect of over 50% in size
BAZ2B block: inhibitors of human BAZ2B bromodomain; Q9UIF8; AlphaScreen BAZ2B-H3K14Ac peptide displacement; Potency, µM (top dose mostly 114 µM), inactives show at the highest dose activity change, negative = inhibition, hits mostly inhibitors; 360,000 tested, 4.4% active; AID 504333; note: % is set by controls: 0 for no effect and ±100 for the full control effect; nearly all actives have a fitted effect of over 60% in size
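BAZ2B 50 nM plus b-H3(5-23)K14Ac 50 nM, PBS pH 7.4/0.01% Tween-20, 30 min RT; compound added (max 110 uM), 30 min RT; streptavidin donor/Ni-chelate acceptor beads 10 ug/mL final, 20 min dark; AlphaScreen read.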
BLM inh: inhibitors of human Bloom syndrome helicase BLM; recombinant BLM DNA unwinding, fluorescence dequenching; Potency, µM (series often up to 56.1 µM), inactives show at the highest dose activity change, negative = inhibition, hits mostly inhibitors; 350,000 tested, 0.2% active; AID 2528;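 note: plate controls were vehicle for no effect and no enzyme for full effect; nearly all actives have a fitted effect of over 35% in size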
G9a inh: inhibitors of human histone lysine methyltransferase G9a. G9a H3K9 monomethylation, AlphaScreen, 2 h. Potency, µM (titrated, usually from 102 µM), for inactives: at the top dose activity, negative = inhibition, usual class: inhibitors. 350,000 tested, 8.8% active; note: % is set by controls: 0 for no effect and ±100 for the full control effect; nearly all actives have a fitted effect of over 75% in size
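Quantitative HTS format: methyltransferase activity on a biotin-tagged H3K9 peptide is measured by AlphaScreen, using a rabbit anti-monomethyl-H3K9 antibody with streptavidin donor and anti-IgG acceptor beads. Final levels are 20 nM enzyme, 500 nM peptide, 20 uM SAM; 2 h RT.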
* hit, by the source's call; ? = inconclusive; / = not tested or not shown; [ ] = remark or other dose. Calls come from the whole dose curve; as a rule, active = well fitted curve in the direction sought with a large enough effect; inconclusive = small, poorly fitted or top-dose-only effect, or another doubt; inactive = no such curve, though single readings can be large; an effect the other way counts as inactive or inconclusive. Potency is the fitted concentration of half-maximal effect. These rows are one share of the data; the hit share may differ from the screen's.

Start of the listing, in advance, 3 compounds:
No. | SMILES | POLB inh | APEX1 inh | Pol eta inh | POLI inh | POLK inh
1 | Cc1ccc(S(=O)(=O)N2CCN(C(=O)c3cccc(F)c3)CC2)cc1 | 11% | -5% | 5% | 21% | -19%
2 | CC(C)(C)CC(C)(C)NC(=O)c1ccccc1 | 41%[activator] | 18% | -6% | 8% | -19%
3 | Nc1nc(SCC(=O)NCc2ccccc2)n[nH]1 | 19% | 2% | -10% | 7% | 3%

No. | JMJD2A Tudor inh | BAZ2B block | BLM inh | G9a inh
1 | -1% | -1% | 4% | 9%[59 µM]
2 | 6% | 3% | -6% | -10%[59 µM]
3 | 10% | 10% | -1% | 2%[59 µM]

The list itself, previewed entries included:
No. | SMILES | POLB inh | APEX1 inh | Pol eta inh | POLI inh | POLK inh
1 | Cc1ccc(S(=O)(=O)N2CCN(C(=O)c3cccc(F)c3)CC2)cc1 | 11% | -5% | 5% | 21% | -19%
2 | CC(C)(C)CC(C)(C)NC(=O)c1ccccc1 | 41%[activator] | 18% | -6% | 8% | -19%
3 | Nc1nc(SCC(=O)NCc2ccccc2)n[nH]1 | 19% | 2% | -10% | 7% | 3%
4 | CCCCCCn1c(=O)c(Cc2ccccc2)c(O)c2ccccc21 | 9% | -1% | ? | ? | -41%
5 | CCN(CC(=O)Nc1ccccc1C(F)(F)F)C(=O)CN1C(=O)NC(C)(c2ccccc2)C1=O (stereo unspecified) | / | 31% | -5% | 11% | -7%
6 | COc1ccc(C(=O)n2c(C)c(CCO)c(=O)n2C)cc1 | 6% | 14% | -14% | 51%[activator] | -5%
7 | CCOC(=O)N1CCN(C2CC(=O)N(c3ccc(C)cc3)C2=O)CC1 (stereo unspecified) | 0% | 1% | 4% | 7% | -8%
8 | CCc1cccc(NC(=O)Cn2c(=O)n(CCC(=O)NCc3ccccc3Cl)c(=O)c3sccc32)c1 | -1% | / | / | 20% | -6%

No. | JMJD2A Tudor inh | BAZ2B block | BLM inh | G9a inh
1 | -1% | -1% | 4% | 9%[59 µM]
2 | 6% | 3% | -6% | -10%[59 µM]
3 | 10% | 10% | -1% | 2%[59 µM]
4 | -15% | 0% | -4% | 5%
5 | -10% | -3% | / | -43%
6 | -24% | -8% | -5% | 20%
7 | -7% | 0% | -1% | 18%[59 µM]
8 | -13% | -13% | -5% | -2%[59 µM]

Following part.
No. | SMILES | POLB inh | APEX1 inh | Pol eta inh | POLI inh | POLK inh
9 | O=C(Cn1nc(-c2ccccc2)ccc1=O)Nc1ccc(NC(=O)c2ccccn2)cc1 | 1% | -2% | ? | 43%[activator] | 18%
10 | C[C@H]1CN([C@@H](C)CO)C(=O)c2cc(NC(=O)C3CCCCC3)ccc2O[C@H]1CN(C)CC1CCCCC1 | / | -5% | -13% | 14% | 9%
11 | CC1CCN(C(=O)CSc2nnc(-c3ccccc3F)o2)CC1 | 39% | -3% | -18% | 32%[activator] | -4%
12 | COc1cccc(NC(=O)CN2CCc3ccccc3C2)c1 | 4% | 25% | -16% | -17% | -9%
13 | C=CCN1c2ccccc2[C@]23C[C@@H](C(=O)OC)N(C(=O)C4CCC4)C2=NC(C(=O)OC)=C(C(=O)OC)[C@H]13 | 1% | 10%[12.4 µM] | -4% | -10% | -2%
14 | CCC(=O)Nc1cc(C(=O)OCC(=O)c2ccc(Cl)cc2Cl)ccc1C | -1% | 1% | -11% | -4% | 7%
15 | CNS(=O)(=O)c1cccc(C(=O)NCC(c2cccs2)N2CCOCC2)c1 (stereo unspecified) | / | 14% | -11% | 46%[activator] | 5%
16 | COc1ccc(C(=O)Nc2ccc(C)c(S(=O)(=O)N3CCCCCC3)c2)cc1 | 2% | -9% | -7% | 95%[activator] | -15%

No. | JMJD2A Tudor inh | BAZ2B block | BLM inh | G9a inh
9 | -22% | -6% | -1% | -4%
10 | 1% | / | / | /
11 | -6% | -12% | -1% | ?
12 | -4% | 2% | -5% | 24%
13 | ? | ? | -4%[12.4 µM] | 23%[12.7 µM]
14 | -5% | -26% | 0% | 46%[activator]
15 | -9% | ? | / | 0%[0.501 µM]
16 | -7% | 4% | -14% | 10%

(listing goes on)
No. | SMILES | POLB inh | APEX1 inh | Pol eta inh | POLI inh | POLK inh
17 | CC(NCC(=O)NCCc1ccc(S(N)(=O)=O)cc1)c1ccc(F)cc1 (stereo unspecified) | 63% | 7% | -3% | 14% | -10%
18 | O=C1C2C3C=CC(C3)C2C(=O)N1c1cccc2cccnc12 (stereo unspecified) | -3% | 1% | ? | -2% | -9%
19 | CC1CC(C)CN(C(=O)c2cccc(NC(=O)CC3SC(N4CCCCC4)=NC3=O)c2)C1 (stereo unspecified) | / | 2% | -1% | -4% | -2%
20 | COc1ccc(/C=N/Nc2nc3ccccc3o2)cc1OC | 4% | 0% | -5% | -8% | -15%
21 | CC(C)Cc1ccc(CN2CCCC(NC(=O)CCn3cnnn3)C2)cc1 (stereo unspecified) | 11% | 11% | -2% | 79%[activator] | -5%
22 | COc1ccc(OC)c(N=C(N)N=C(N)N)c1 | 5% | -3% | 0% | 4% | -15%
23 | CN(C(=O)CSc1nc2ccccc2n1Cc1cccc(C(F)(F)F)c1)c1ccccc1 | ? | / | -9% | 9% | -13%[60.1 µM]
24 | O=C(N1CCOCC1)N1CCN(c2ccc(F)cc2)CC1 | -1% | 3% | -3% | ? | -1%

No. | JMJD2A Tudor inh | BAZ2B block | BLM inh | G9a inh
17 | 1% | -24% | -15% | /
18 | -30% | 7% | -4% | -7%[59 µM]
19 | -13% | / | / | /
20 | -22% | -11% | 1% | 23%[2.33 µM]
21 | -20% | 2% | 0% | /
22 | -17% | -19% | -6% | 15%[12.7 µM]
23 | -10% | 5% | -10% | 1%[59 µM]
24 | -7% | -3% | -1% | -10%

Further results:
No. | SMILES | POLB inh | APEX1 inh | Pol eta inh | POLI inh | POLK inh
25 | Cn1nnnc1SCC(=O)N1c2ccccc2Sc2ccc(Cl)cc21 | -13% | 4% | -23% | 5% | -7%
26 | COc1ccc(Nc2ncnc3c2cnn3-c2cc(Cl)ccc2C)cc1OC | 20% | / | -1% | -4% | -2%[60.1 µM]
27 | NC(=O)[C@@H]1CC2(CC(c3cccc(NC(=O)[C@H]4CCC(=O)N4)c3)=NO2)CN1C(=O)c1ccc(Cl)cc1 (stereo partly specified) | -16% | 4% | -14% | -17% | -2%
28 | C=CCc1cc(C)ccc1OCCOCCn1ccnc1 | -19% | 3% | -2% | 23% | -13%
29 | Cc1ccc(S(=O)(=O)N2CCN(C(=O)C3CSC4(C)CCC(=O)N34)CC2)cc1C (stereo unspecified) | / | -15% | -13% | 18% | -4%
30 | COc1cccc(CN(C)CC(=O)Nc2ccccc2N2CCOCC2)c1OC | -1% | 2% | -22% | 43%[activator] | -4%
31 | O=C1CC(Sc2nnnn2C2CCCCC2)C(=O)N1c1ccccc1 (stereo unspecified) | -17% | -2% | -2% | 5% | -13%
32 | COc1ccc(C(=O)N2N=C3CC(C)(C)OCC3C2c2ccccc2)cc1 (stereo unspecified) | 49% | 0% | -7% | 17% | 3%

No. | JMJD2A Tudor inh | BAZ2B block | BLM inh | G9a inh
25 | -20%[11.4 µM] | -4% | -2% | -22%[59 µM]
26 | ? | -14% | -10% | -15%[59 µM]
27 | -4% | -1% | 1% | 23%[59 µM]
28 | 3.2µM* | 32µM* | 0% | 10µM*
29 | -11% | 9% | / | 7%
30 | -17% | 2% | -2% | 0%
31 | -17% | -3% | 2% | 10µM*
32 | -5% | 3% | 1% | 14%[59 µM]

Later entries.
No. | SMILES | POLB inh | APEX1 inh | Pol eta inh | POLI inh | POLK inh
33 | Cc1cc(=O)[nH]c(SC(C)C(=O)Nc2cccc3ccccc23)n1 (stereo unspecified) | 8% | 12% | 9% | -4% | -5%
34 | Cn1nnnc1SCC(=O)Nc1ccccc1Cl | 2% | 0% | 4% | 6% | -18%
35 | CCOC(=O)c1sc2nc(C)nc(SCC(N)=O)c2c1C | 23% | -3% | -4% | 299%[activator] | -2%
36 | COc1ccccc1NC(=O)Cn1c(=O)n(Cc2ccccc2)c(=O)c2ccccc21 | -13% | / | -12% | 5% | -13%
37 | Cc1cccc(-c2nc3scc(CCNS(=O)(=O)c4ccc(Oc5ccccc5)cc4)n3n2)c1 | -1% | / | -22% | 18% | -11%[60.1 µM]
38 | Cc1ccc(S(=O)(=O)NC2CCCCCC2)cc1C(N)=O | -2% | -12% | -11% | 11% | 12%
39 | COc1cc(SC)ccc1C(=O)NCCN1CCOCC1 | 19% | 10% | 1% | 80%[activator] | -1%
40 | O=C(CCCc1nc2ccccc2s1)NCc1ccccc1 | ? | 2% | -16% | 20% | 10%

No. | JMJD2A Tudor inh | BAZ2B block | BLM inh | G9a inh
33 | -4% | 3% | -3% | -3%
34 | -9% | 10% | -1% | 4%
35 | -12% | 6% | -1% | 18%[59 µM]
36 | -12% | -1% | 3% | 6%[59 µM]
37 | -13% | -3% | -3% | 8%[59 µM]
38 | 3% | 0% | -1% | -40%
39 | -9% | -3% | 1% | /
40 | -8% | -6% | 1% | 16%[59 µM]

Remaining list, next part.
No. | SMILES | POLB inh | APEX1 inh | Pol eta inh | POLI inh | POLK inh
41 | Cc1ccc(C)c2[nH]c(=O)c(CN(Cc3cccnc3)C(=S)NCc3ccco3)cc12 | 2% | -4% | -5% | 45µM* | ?
42 | O=c1nc(Nc2ccc(Br)cc2)sc2ccc([N+](=O)[O-])cc12 | ? | 1% | -20% | -29% | 1%
43 | CCn1c(SCC(=O)Nc2ccc(N(C)C)cc2)nnc1C1CC1 | 3% | 24% | -22% | 119%[activator] | 0%
44 | CN(C)/C=N/c1nc2nccc(-c3cccs3)n2n1 | 13% | -2% | -15% | 78%[activator] | -2%
45 | COc1cc(OC)c(NS(=O)(=O)c2c(C(=O)N3CCCCCC3)c(C)n(C)c2C)cc1Cl | -4% | / | -10% | 10% | -2%

No. | JMJD2A Tudor inh | BAZ2B block | BLM inh | G9a inh
41 | -34% | ? | -3% | 50µM*
42 | 4%[11.4 µM] | ? | -13% | ?
43 | -9% | -20% | 0% | 40µM*
44 | 7% | -1% | 2% | 20%
45 | -18% | ? | -8% | 10%[59 µM]
